# HRas wt GTP bind = changes GTP binding to wildtype human HRas; GST-Ras wt beads, Bodipy-FL-GTP binding, flow cytometry; actives lie on both sides; GTP binding activity, % at 10 µM; 190,000 compounds, 0.14% hits; AID 759;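 active = GTP binding activity at least 20% away from the 100% baseline, either lowered as inhibitor or raised as activator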;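 also: 0% = unlabeled GTP competition control and 100% = no-compound control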
# ABCG2 block = inhibitors of human ABCG2 transporter, ABCB1 counter-screen; Q9UNQ0; IgMXP3 cells, JC-1 efflux, flow cytometry; inhibition, % at 6.6 µM; 190,000 compounds, 0.1% hits; AID 1325;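 active = inhibition above 80%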;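 also: 0% = DMSO and 100% = nicardipine control wells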
#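 Measure – % inhibition of efflux relative to nicardipine and DMSO · Test system – ABCG2 IgMXP3 and barcoded ABCB1 CCRF-Adr cell mix · Control set – nicardipine as high control, DMSO as low control · Compound – one concentration, 6.6 µM final · Signal – flow cytometry of retained JC-1 fluorescence · Timing – 10 min exposure at 25 °C with rotation, no wash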
# Rab7 wt GTP bind = modulators of GTP binding to dog Rab7 wildtype GTPase. GST-Rab7 beads, fluorescent GTP binding, flow cytometry; actives lie on both sides; untreated = 100%, excess cold GTP = 0%. AID 758. GTP binding activity (percent of control), % at 10 µM. 190,000 compounds, 0.055% hits;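 active = fluorescent GTP binding to Rab7 beads changed by at least 20 points from the 100% baseline, either direction, mostly lower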;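 also: median green fluorescence of bound Bodipy-FL-GTP per Rab7 bead population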
# Pf gamet viab = kills late stage P. falciparum gametocytes; inhibition, % at 10.9 µM; 150,000 compounds, 0.065% hits; P. falciparum stage V gametocytes, ATP luminescence, 24 h;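 active = inhibition above the mean plus 3 SD of compounds within the control limits, set per campaign, cut at about 38% in these data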;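 also: 0% = DMSO wells and 100% = medium only without gametocytes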
# GSH bead fluor = GSH bead compound fluorescence profile. GSH beads flow cytometry, compound fluorescence 488/530 nm; hits give high values. fluorescence (KMESF) at 10 µM. 190,000 compounds, 0.25% hits; in the data active = fluorescence above about 89;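 also: glutathione beads carrying GST-tagged Bcl family fusion proteins plus one bare bead set; values are compound well signal with DMSO vehicle wells as background; inactives centre near 16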
# Cdc42 wt = changes GTP binding to wildtype human Cdc42; P60953; GST-Cdc42 beads, Bodipy-GTP binding, flow cytometry; actives lie on both sides; percent activity (GTP binding), % at 10 µM; 190,000 compounds, 0.2% hits; AID 761;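 active = percent activity GTP binding at least 20 points away from the 100% baseline, either down as inhibitor or up as activator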;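 also: median bead fluorescence of bound Bodipy-FL-GTP at 100 nM; 0% = excess unlabeled GTP control and 100% = no compound control; below 100% means less GTP binding so inhibitor and above means activator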
# Rac1 act GTP bind = human Rac1 activated mutant GTP binding change; 190,000 compounds, 0.11% hits; GST-Rac1 activated beads, fluorescent GTP binding, flow cytometry; actives lie on both sides; 100% means binding = to untreated wells; P63000; percent activity (GTP binding), % at 10 µM;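 active = GTP binding at least 20 percentage points away from the 100% baseline, in either direction, so actives lie on both sides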
# ABCB1 inh = blocks JC-1 efflux by human ABCB1 transporter; CCRF-Adr cells, flow cytometry; inhibition, % at 6.6 µM; 190,000 compounds, 0.067% hits; AID 1326; in the data active = inhibition above about 40%;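 also: 0% = vehicle and 100% = reference inhibitor; higher value means more JC-1 retained so stronger ABCB1 efflux block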
# Target sequence (P08183 whole entry, looked up): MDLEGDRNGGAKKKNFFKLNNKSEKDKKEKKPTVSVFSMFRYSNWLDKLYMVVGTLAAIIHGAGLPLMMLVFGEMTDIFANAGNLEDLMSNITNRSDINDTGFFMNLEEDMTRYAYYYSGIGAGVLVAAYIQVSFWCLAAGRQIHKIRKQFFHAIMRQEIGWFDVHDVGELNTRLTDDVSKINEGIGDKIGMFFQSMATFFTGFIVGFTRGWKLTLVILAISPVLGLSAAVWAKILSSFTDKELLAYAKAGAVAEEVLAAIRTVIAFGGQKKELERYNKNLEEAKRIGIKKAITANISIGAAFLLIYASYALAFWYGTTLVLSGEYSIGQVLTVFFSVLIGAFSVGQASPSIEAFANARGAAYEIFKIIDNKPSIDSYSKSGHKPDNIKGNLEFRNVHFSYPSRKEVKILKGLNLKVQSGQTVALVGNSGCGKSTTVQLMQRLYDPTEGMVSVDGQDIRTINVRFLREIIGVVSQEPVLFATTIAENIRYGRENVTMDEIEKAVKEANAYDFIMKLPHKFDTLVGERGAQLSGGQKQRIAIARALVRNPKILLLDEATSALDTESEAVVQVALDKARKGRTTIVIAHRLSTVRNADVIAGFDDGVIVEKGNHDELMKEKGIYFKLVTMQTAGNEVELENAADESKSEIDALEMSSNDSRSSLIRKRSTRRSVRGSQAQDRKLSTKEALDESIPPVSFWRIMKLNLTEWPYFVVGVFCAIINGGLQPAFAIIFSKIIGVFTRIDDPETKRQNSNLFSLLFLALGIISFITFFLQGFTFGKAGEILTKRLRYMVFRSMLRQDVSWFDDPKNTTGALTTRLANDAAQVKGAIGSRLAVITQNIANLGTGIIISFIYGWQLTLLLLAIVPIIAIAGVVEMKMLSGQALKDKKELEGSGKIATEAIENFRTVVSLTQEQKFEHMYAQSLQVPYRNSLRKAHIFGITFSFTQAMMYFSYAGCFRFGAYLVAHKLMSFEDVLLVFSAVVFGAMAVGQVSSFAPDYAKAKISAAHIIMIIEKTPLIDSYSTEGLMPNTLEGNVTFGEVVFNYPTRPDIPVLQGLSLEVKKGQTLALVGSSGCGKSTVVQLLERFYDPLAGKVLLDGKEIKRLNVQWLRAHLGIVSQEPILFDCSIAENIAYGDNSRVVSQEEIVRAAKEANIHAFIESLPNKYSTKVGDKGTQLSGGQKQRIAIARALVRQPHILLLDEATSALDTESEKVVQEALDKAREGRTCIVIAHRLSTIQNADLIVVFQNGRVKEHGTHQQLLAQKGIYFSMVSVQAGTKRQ
# Rab2 wt GTP = changes GTP binding to wildtype dog Rab2A, up or down; P61105; GST-Rab2 wt beads, Bodipy-GTP binding, flow cytometry; GTP binding activity, % at 10 µM; 190,000 compounds, 0.19% hits; AID 760;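 active = GTP binding activity at least 20 points away from 100%, either lowered or raised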;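 also: 0% = beads with excess unlabeled GTP and 100% = no-compound control corrected for plate trend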
# Avidin bead fluor = avidin bead compound fluorescence profile; fluorescence (KMESF) at 10 µM; AID 1775; Avidin beads, compound fluorescence 488/530 nm, flow cytometry; hits give high values; 220,000 compounds, 0.38% hits; in the data active = fluorescence above about 47; also: inactives centre near 10
# Rac1 wt GTP bind = modulators of human Rac1 wildtype GTP binding; AID 757; P63000; GST-Rac1 beads, fluorescent GTP binding, flow cytometry; actives lie on both sides; 0 = cold GTP competed, 100 = untreated; 190,000 compounds, 0.27% hits; GTP binding activity (% of control), % at 10 µM;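 active = GTP binding activity at least 20 points away from the 100% control level, either lower or higher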
# Starred values were filed as active, the others as inactive; / = no result given.
SMILES,HRas wt GTP bind,ABCG2 block,Rab7 wt GTP bind,Pf gamet viab,GSH bead fluor,Cdc42 wt,Rac1 act GTP bind,ABCB1 inh,Rab2 wt GTP,Avidin bead fluor,Rac1 wt GTP bind
O=C(NCC1CCCO1)C1c2ccccc2Oc2ccccc21 (stereo not given),102,1,104,2,10,99,96,0.3,99,11,104
COc1ccc(N2C(=O)C(CC(=O)Nc3ccc(F)cc3)N(CCc3ccc(OC)c(OC)c3)C2=O)cc1 (stereo not given),96,7,95,-22,11,99,99,1.2,96,20,101
CC(C)CCN1CCN(CC#Cc2ccccc2)CC1CCO (stereo not given),100,5,98,-6,15,102,99,0.5,100,12,102
O=C(Nc1cc(Cl)ccc1Cl)c1ccc(OC(=O)c2ccco2)cc1,101,52,98,-12,33,106,100,-0.9,100,17,104
O=C(COc1ccccc1Cl)Nc1cnn(Cc2ccccc2)c1,99,2,96,/,4,99,98,0.0,97,7,99
COc1ccc(C2Nc3ccccc3C(=O)N2c2ccccc2)cc1COc1ccccn1 (stereo not given),101,2,102,-3,24,100,96,0.6,100,14,99
CCOC(=O)C1CCCN(c2c(N3CCN(c4ccccn4)CC3)c(=O)c2=O)C1 (stereo not given),101,6,100,/,14,105,99,0.7,100,24,104
FC(F)(F)c1nnc2ccc(N3CCCCCC3)nn12,99,-3,97,-11,30,99,99,-3.9,98,6,99
COc1ccc(CCN(C(=O)C(F)(F)F)C(C(=O)NC2CCCCC2)c2cccs2)cc1 (stereo not given),99,10,101,-26,19,98,98,2.5,100,8,99
Oc1ccccc1CN1CCCN(Cc2ccccc2O)C1,99,1,93,-33,29,98,97,0.3,97,12,96
COC(=O)C1c2ccccc2-c2ccccc21,100,3,101,32,12,100,96,0.1,99,15,104
Nc1nc(SCc2ccccc2Cl)nc2nc3c(cc12)CCCC3,98,0,95,/,4,98,98,0.0,97,6,97
COc1ccc(F)cc1C(=O)C1CCCN(Cc2cn(C)c3ccccc23)C1 (stereo not given),98,0,94,/,10,98,94,0.5,97,10,100
O=C(O)c1oc2ccccc2c1-n1cccc1,97,7,102,4,53,99,97,0.7,98,9,97
O=C(CSc1nc2ccccc2c(=O)n1-c1ccccc1)N1CCCc2ccccc21,102,21,99,-4,20,101,98,5.6,101,11,103
COC(=O)c1cc(OC)c(OC)cc1NC(=S)N1CCN(Cc2ccccc2)CC1,92,6,93,/,34,94,90,1.8,89,12,90
Clc1ncn(CCOc2ccccc2)c1Cl,98,1,100,6,25,98,94,0.2,98,30,101
CCN(CC)C(=O)Cn1cc(C(=O)C(=O)NCCCn2ccnc2)c2ccccc21,99,0,109,20,9,102,96,0.1,102,11,101
Cc1nc2cc(Cl)ccc2n1-c1ccccc1,98,24,99,/,27,94,96,-0.7,95,15,97
O=C(COC(=O)Cc1c[nH]c2ccccc12)NC1CCCCC1,98,1,104,5,17,96,94,-2.4,99,15,97
Cc1nn(-c2ccccc2)c2[nH]c(C(F)(F)F)cc(=O)c12,98,1,99,/,44,97,96,0.2,98,4,99
COc1cc(C)ccc1S(=O)(=O)N1CCCCCC1,103,2,105,5,60,99,98,1.2,100,9,102
O=C(COc1cccc([N+](=O)[O-])c1)N/N=C/c1ccco1,98,10,100,-17,18,98,95,0.3,98,10,99
Cc1c(C(=O)N2CCc3ccccc3C2)sc2nc(-c3ccccc3)cn12,105,6,104,/,14,108,102,2.2,107,11,114
O=C(NOC(=O)c1cc(Br)ccc1Cl)c1cccs1,103,3,100,/,12,104,100,0.8,101,13,101
COc1ccccc1OCCOc1ccc(/C=N/n2cnnc2)cc1,100,-1,99,/,4,100,97,-0.1,97,8,100
Cc1ccc(NC(=O)c2ccc([N+](=O)[O-])cc2Cl)nc1,100,14,99,9,8,99,102,2.1,96,5,105
COc1cccc(Cn2c(Oc3cccc(C)c3)nc3c2c(=O)n(C)c(=O)n3C)c1,98,33,97,/,35,99,97,5.0,99,15,96
CC1CCc2c(nc3sc4c(c3c2N)CCCC4)C1 (stereo not given),99,9,98,20,12,100,97,0.1,97,4,101
Cc1ccc(S(=O)(=O)/N=S(\C)CC2CC2(Cl)Cl)cc1 (stereo not given),105,1,106,-13,9,107,102,0.1,104,8,114
CCOC(=O)C1=C(C)C(c2ccc(OC)cc2)NC(=S)N1 (stereo not given),102,2,100,/,15,103,98,0.6,104,8,108
C=CC[N+]1(CC#CCOC(c2ccccc2)c2ccccc2)CCOCC1,99,0,99,/,12,100,95,0.0,97,35,98
Cc1ccc(-n2nnc(-c3nccn3C)n2)cc1,98,2,97,5,19,98,96,0.3,97,4,100
CC(C)(C)c1ccc(NC(=O)C(=O)C2C(=O)Nc3ccccc32)cc1 (stereo not given),95,-2,98,2,15,90,90,-1.2,95,9,92
O=C(NCc1ccco1)C(c1ccccc1)N(C(=O)Cc1cccs1)c1ccccc1 (stereo not given),100,1,102,/,11,97,97,1.5,100,22,101
CCCOc1cccc(C2C(C(=O)c3ccco3)=C(O)C(=O)N2CCN(CC)CC)c1 (stereo not given),101,7,100,-15,12,99,97,1.3,100,16,97
COC(=O)c1ccc(NC(=O)C(=O)N2CCN(C(=S)NCCc3ccccc3)CC2)cc1,95,50,94,/,11,99,99,1.3,95,16,99
COc1ccc(/C=N/Nc2nc(=O)[nH]nc2C)cc1[N+](=O)[O-],100,9,101,9,19,102,102,0.9,102,14,102
O=C(CSc1ncn[nH]1)Nc1ccccc1Sc1ccc(Cl)cc1,101,4,102,/,19,97,100,1.5,101,30,101
Cn1c(=O)cc(N2CCCCC2)[nH]c1=O,102,1,99,/,24,101,100,0.3,102,5,102
O=C(CCN1C(=O)c2ccccc2C1=O)Nc1ccc(S(=O)(=O)NC2=NCCCCC2)cc1,101,10,100,/,27,99,101,1.0,101,21,106
Cc1ccccc1NC(=O)Nc1ccc(C(F)(F)F)cc1,97,17,94,-1,9,97,94,0.1,95,2,97
COCCCNC(=O)C(=O)NC1CCCCCC1,102,4,100,-6,21,103,99,0.4,100,5,105
CCOC(=O)C1=C(N)OC2=C(C(=O)CC(C)(C)C2)C1c1ccccc1OCC#N (stereo not given),102,-3,98,19,19,103,100,-2.1,102,14,103
Cc1ccc(C2C(C#N)=C(N)N(c3cccnc3)C3=C2C(=O)CCC3)s1 (stereo not given),101,0,99,/,11,96,95,0.0,99,11,94
O=c1oc(-c2ccc([N+](=O)[O-])cc2)nc2ccc(O)cc12,96,10,102,-7,12,92,94,-0.4,97,17,94
Cc1cc(NS(=O)(=O)c2ccc(NC(=O)C(CC(C)C)N3C(=O)c4ccccc4C3=O)cc2)nc(C)n1 (stereo not given),106,-6,108,14,37,100,100,-0.8,106,13,106
CCN(CC)CC(=O)Nc1ccc(C)cc1Br,105,0,103,-15,21,107,102,0.2,104,9,108
CCC(C)(C)NC(=O)Nc1cc(Cl)ccc1OC,96,19,96,-10,13,94,97,0.7,95,11,96
Cc1csc(NC(=O)C2CCCN(S(=O)(=O)c3ccc(Br)s3)C2)n1 (stereo not given),99,2,98,6,15,100,98,0.8,98,4,101

# The final two compounds of the part above open the next one:
SMILES,HRas wt GTP bind,ABCG2 block,Rab7 wt GTP bind,Pf gamet viab,GSH bead fluor,Cdc42 wt,Rac1 act GTP bind,ABCB1 inh,Rab2 wt GTP,Avidin bead fluor,Rac1 wt GTP bind
CCC(C)(C)NC(=O)Nc1cc(Cl)ccc1OC,96,19,96,-10,13,94,97,0.7,95,11,96
Cc1csc(NC(=O)C2CCCN(S(=O)(=O)c3ccc(Br)s3)C2)n1 (stereo not given),99,2,98,6,15,100,98,0.8,98,4,101
Cc1cc(=O)n(CC=C(Cl)Cl)c2ccccc12,98,1,98,/,7,99,100,0.3,99,10,105
N#Cc1c(-c2cccs2)cc(-c2ccccn2)nc1N,98,3,99,20,44,99,96,0.5,97,37,100
Cc1ccccc1Nc1nc(N)nc(CSCC(=O)Nc2cccc(Br)c2)n1,101,1,101,0,9,100,99,1.9,97,9,101
CCc1cc(=O)oc2cc(C)cc(O)c12,101,1,101,/,24,100,98,0.2,101,7,100
Cc1cccc(C)c1NC(=O)C1c2ccccc2Oc2ccccc21,99,-2,99,10,11,102,98,-0.2,98,8,105
CC(=O)c1cc2c(cc1NC(=O)c1cnc(C)cn1)OCO2,103,2,108,/,14,102,100,0.1,103,18,102
C/C(N)=C(/C#N)C(=O)CSc1nnc(COc2ccccc2Cl)o1,99,1,97,/,55,101,100,0.1,100,6,101
Cc1c(C)n(Cc2ccccc2)c2ccc(C(=O)OCCCN(C)C)cc12,99,-1,95,10,12,101,100,0.8,101,8,98

# Filtered by structure, the compounds so far with a thiophene ring, fused or not (seven)
SMILES,HRas wt GTP bind,ABCG2 block,Rab7 wt GTP bind,Pf gamet viab,GSH bead fluor,Cdc42 wt,Rac1 act GTP bind,ABCB1 inh,Rab2 wt GTP,Avidin bead fluor,Rac1 wt GTP bind
COc1ccc(CCN(C(=O)C(F)(F)F)C(C(=O)NC2CCCCC2)c2cccs2)cc1 (stereo not given),99,10,101,-26,19,98,98,2.5,100,8,99
O=C(NOC(=O)c1cc(Br)ccc1Cl)c1cccs1,103,3,100,/,12,104,100,0.8,101,13,101
CC1CCc2c(nc3sc4c(c3c2N)CCCC4)C1 (stereo not given),99,9,98,20,12,100,97,0.1,97,4,101
O=C(NCc1ccco1)C(c1ccccc1)N(C(=O)Cc1cccs1)c1ccccc1 (stereo not given),100,1,102,/,11,97,97,1.5,100,22,101
Cc1ccc(C2C(C#N)=C(N)N(c3cccnc3)C3=C2C(=O)CCC3)s1 (stereo not given),101,0,99,/,11,96,95,0.0,99,11,94
Cc1csc(NC(=O)C2CCCN(S(=O)(=O)c3ccc(Br)s3)C2)n1 (stereo not given),99,2,98,6,15,100,98,0.8,98,4,101
N#Cc1c(-c2cccs2)cc(-c2ccccn2)nc1N,98,3,99,20,44,99,96,0.5,97,37,100
